Source: PubChem BioAssay (National Center for Advancing Translational Sciences (NCATS))
TRHR ag: qHTS for Small Molecule Agonists and Allosteric Enhancers of Human TRH Receptor: Primary Screen for Agonists; Thyrotropin-releasing hormone receptor (Homo sapiens), P34981; TRHR cells, calcium flux fluo-8, FDSS agonist mode; activation, % at 2 µM; 0.18% of 360,000 active; in the data active = activation above about 30%; also: 0% is about no effect
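TRHR-expressing cells loaded with fluo-8 calcium dye; 23 nL library compound pin-transferred, kinetic FDSS fluorescence (Ex 480/Em 530) recorded about 180 s for agonist-induced calcium release, before a 10 nM TRH EC20 addition for potentiator mode.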
TrxR1 inh: qHTS Assay for Inhibitors of Mammalian Selenoprotein Thioredoxin Reductase 1 (TrxR1): qHTS; Potency, µM (highest dose often 114 µM), inactives show at the highest dose activity change, negative = inhibition, usual class: inhibitors; AID 588453, 2011; recombinant rTrxR1, NADPH fluorescence consumption, selenite substrate; 1% of 390,000 active; Thioredoxin reductase 1, cytoplasmic (Rattus norvegicus), O89049; also: potency is read from the fitted curve at half-maximal effect; % is scaled to controls: 0 for no effect and ±100 for the full control effect; nearly all actives have a fitted effect of over 65% in size
Target sequence (O89049 whole entry, looked up): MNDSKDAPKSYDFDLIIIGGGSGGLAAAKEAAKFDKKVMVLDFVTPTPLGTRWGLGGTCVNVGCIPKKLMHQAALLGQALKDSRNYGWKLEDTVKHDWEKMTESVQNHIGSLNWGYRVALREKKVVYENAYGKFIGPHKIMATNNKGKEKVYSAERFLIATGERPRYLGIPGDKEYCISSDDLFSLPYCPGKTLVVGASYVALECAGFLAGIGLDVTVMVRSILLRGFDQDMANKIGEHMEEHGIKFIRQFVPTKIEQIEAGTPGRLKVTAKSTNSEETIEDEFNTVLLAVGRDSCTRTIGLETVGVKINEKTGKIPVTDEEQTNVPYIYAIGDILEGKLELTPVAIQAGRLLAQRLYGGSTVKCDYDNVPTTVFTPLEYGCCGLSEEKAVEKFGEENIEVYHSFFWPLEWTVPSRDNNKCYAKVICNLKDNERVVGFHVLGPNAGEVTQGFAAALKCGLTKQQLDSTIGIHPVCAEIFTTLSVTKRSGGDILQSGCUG
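Rat TrxR1 (90 nM in the dispensed reagent) was pre-reduced with 400 uM NADPH for 5 min at room temperature, then incubated with compound for 15 min. After 400 uM selenite was added, NADPH fluorescence (Ex 340/Em 450 nm) was followed for 8 min.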
USP1-UAF1 inh: Inhibitors of USP1/UAF1: Primary Screen. 0.23% of 390,000 active. Potency, µM (highest dose often 57.1 µM), inactives show at the highest dose activity change, negative = inhibition, hits mostly inhibitors. AID 743255, 2014. recombinant USP1/UAF1, Ub-Rhodamine cleavage fluorescence; also: potency is read from the fitted curve at half-maximal effect; % is scaled to controls: 0 for no effect and ±100 for the full control effect; nearly all actives have a fitted effect of over 60% in size; inactives centre near -12
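In this screen, compounds sit with the deubiquitinase complex (1nM) for 15 min at room temperature before Ub-Rho is added at 150nM final. Fluorescence rise is then followed for 6 reads every 60 seconds.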
TrxR1 substrate: qHTS Assay for Substrates of Mammalian Selenoprotein Thioredoxin Reductase 1 (TrxR1): qHTS. Thioredoxin reductase 1, cytoplasmic (Rattus norvegicus), O89049. purified TrxR1 substrate turnover, NADPH consumption readout. Potency, µM (series often up to 114 µM), inactives show at the highest dose activity change, negative = substrate turnover. 0.01% of 390,000 active. AID 588456, 2011; also: potency is read from the fitted curve at half-maximal effect; % is scaled to controls: 0 for no effect and ±100 for the full control effect; nearly all actives have a fitted effect of over 50% in size
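Rat TrxR1, dispensed at 90 nM, was prereduced with 400 uM NADPH (final) for 5 min at ~22 deg C, then incubated with compound 15 min before 400 uM selenite. A first-read NADPH fluorescence drop versus no-compound background flagged substrates.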
PI4K2A inh: qHTS for small molecular inhibitors of PI4K2A; Phosphatidylinositol 4-kinase type 2-alpha (Homo sapiens), Q9BTU6; purified PI4K2A, ADP-Glo luminescence, 1 h; stronger effect = lower value; activity change, negative = inhibition, % at 76.9 µM; 0.13% of 420,000 active; AID 1346378, 2018; in the data active = activity change below about -50%; inconclusive = mostly about -30% to -49%;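 also: -100% = wells without enzyme as full effect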
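Compounds are screened against recombinant PI4K2A using PI as substrate and ATP, the latter dispensed at 300 microM. Reactions run one hour at ambient temperature before ADP-Glo detection; full inhibition defined by wells lacking enzyme.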
mIDH1 inhibitor: qHTS for Inhibitors of mutant isocitrate dehydrogenase 1 (IDH1): qHTS; Isocitrate dehydrogenase [NADP] cytoplasmic (Homo sapiens), O75874; IDH1-R132H enzyme, NADPH consumption, diaphorase/resazurin fluorescence; Potency, µM (titrated, usually from 76.6 µM), for the others: at the top dose activity change, negative = inhibition, most hits filed as inhibitors; 0.093% of 390,000 active; also: potency is read from the fitted curve at half-maximal effect; % is scaled to controls: 0 for no effect and ±100 for the full control effect; nearly all actives have a fitted effect of over 65% in size
Target sequence (O75874 whole entry R132H, stated change not applied): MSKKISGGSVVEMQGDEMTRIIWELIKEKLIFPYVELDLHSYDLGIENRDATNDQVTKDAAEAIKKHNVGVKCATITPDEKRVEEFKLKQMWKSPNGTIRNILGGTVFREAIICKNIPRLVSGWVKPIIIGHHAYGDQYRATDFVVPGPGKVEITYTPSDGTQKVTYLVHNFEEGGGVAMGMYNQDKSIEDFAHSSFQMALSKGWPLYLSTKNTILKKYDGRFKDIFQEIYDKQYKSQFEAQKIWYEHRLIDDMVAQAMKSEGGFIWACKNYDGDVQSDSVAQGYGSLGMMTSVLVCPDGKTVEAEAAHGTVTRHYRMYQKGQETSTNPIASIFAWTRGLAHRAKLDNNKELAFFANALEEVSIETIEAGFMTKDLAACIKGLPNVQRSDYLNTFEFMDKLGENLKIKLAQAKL
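IDH1-R132H (0.5 ug/mL) preincubated 30 min with compound, then NADPH (0.016 mM) and alpha-KG (2 mM) added; 80 min at RT, pH 7.5. Remaining NADPH coupled via diaphorase/resazurin to fluorescence (540/590 nm); concentration-response curves normalized to no-enzyme control.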
D2 agonist: HTS Assay for Allosteric Agonists of the Human D2 Dopamine Receptor: Primary Screen for Agonists; D(2) dopamine receptor (Homo sapiens), P14416; HEK293 T-REx D2 cells, calcium flux agonist mode; activation, % at 2 µM; 0.53% of 340,000 active;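 active = activation over 3 SD above normal in the single-dose calcium agonist read, cut at about 30% in these data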; also: 0% is about no effect
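Tetracycline-induced HEK293 T-REx cells with force-coupled D2 receptor, plated overnight at 30 C, loaded with no-wash calcium dye. After a 10 s baseline, compound was pin-added and calcium flux read kinetically for 180 s; calcium rises flagged agonists.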
TRHR PAM: qHTS for Small Molecule Agonists and Allosteric Enhancers of Human TRH Receptor: Primary Screen for Enhancers; Thyrotropin-releasing hormone receptor (Homo sapiens), P34981; TRHR cells, fluo-8 calcium fluorescence, EC20 TRH enhancement; enhancement, % at 2 µM; 0.66% of 360,000 active; in the data active = enhancement above about 30%; also: 0% is about no effect
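TRHR-expressing cells loaded with fluo-8 calcium dye were read kinetically (ex 480/em 530) during compound addition, then stimulated with an EC20 of TRH (10 nM final). Enhancement of the Gq-mediated intracellular calcium response was scored.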
D2 antag: HTS Assay for Allosteric Antagonists of the Human D2 Dopamine Receptor: Primary Screen for Antagonists. D(2) dopamine receptor (Homo sapiens), P14416. inhibition, % at 10 µM. HEK293 TREx D2 cells, calcium flux, dopamine EC80. 2% of 340,000 active; in the data active = inhibition above about 30%; also: 0% is about no effect
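HEK293 T-REx D2 cells, tet-induced, calcium dye no-wash. Cpd pintool add, 180 s kinetic, then EC80 DA, 180 s kinetic. Ca flux read.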
The depositor's hits bear a star; u = inconclusive; x = no result given; [ ] = another dose, or the depositor's remark. Unless noted, calls follow the shape of the dose curve; as a rule, active = well fitted inhibition curve with a large enough effect; inconclusive = small, poorly fitted or top-dose-only effect; inactive = no such curve, though single readings can be large or run the other way.

compound,TRHR PAM,USP1-UAF1 inh,TrxR1 substrate,TrxR1 inh,D2 agonist,mIDH1 inhibitor,TRHR ag,PI4K2A inh,D2 antag
O=C(NCCCc1ccccc1)N1CCOCC1,20,-13%,9%,12%,-0.6,0%,0.0,0,-1
CC(C)NC(=O)C1CCN(c2nc3ccccc3nc2C(F)(F)F)CC1,1,-4%,5%[57.1 µM],19%[57.1 µM],0.2,-1%,0.1,2,x
Cc1ccnc(N2C(=O)C3C4CC(C(Br)C4Br)C3C2=O)c1 (stereo not given),x,-6%,15%[57.1 µM],13%[57.1 µM],x,3%,x,3,x
CCOC(=O)c1ccc(N2C(=O)CC(SCC(N)C(=O)OCC)C2=O)cc1 (stereo not given),4,-12%,11%[57.1 µM],-7%[57.1 µM],0.0,-3%,1.0,1,-27
O=C(NCCC1CC1(Cl)Cl)c1ccc([N+](=O)[O-])cc1 (stereo not given),-3,-20%,6%[57.1 µM],1%,2.1,5%,-0.9,-6,20
CCCN(C(=O)c1nn(-c2ccc(C)cc2)c(=O)c2c1c1ccccc1n2C)c1ccccc1C,-4,-15%,2%,19%,1.4,x,1.3,2,x
CNCc1ccccc1Sc1cc(O)ccc1O,3,-22%,16%,u,-0.5,17%,-0.3,-9,-15
CCCc1nnc(NC(=O)CSc2nc3ccccc3[nH]2)s1,15,-18%,2%[57.1 µM],12%[57.1 µM],1.5,-1%,-0.9,0,-10
CCn1c(C2CC(=O)N(c3cc(C)cc(C)c3)C2)nc2ccccc21 (stereo not given),-10,-20%,3%[57.1 µM],7%[57.1 µM],0.1,-2%,-1.0,-4,2
CCOc1ccccc1NC(=O)CCc1nc(-c2cccc(C)c2)no1,-1,-26%,-8%,21%,0.3,4%,-0.2,5,x
O=C(NCc1ccccc1Cl)c1cc(-c2ccccc2)n[nH]1,0,u,5%,20%,-1.0,4%,-0.9,-1,x
Cc1cc(Cl)c(S(=O)(=O)NC(C(=O)O)c2ccccc2)cc1OCC(N)=O (stereo not given),-2,9%,14%[57.1 µM],6%,0.6,-3%,1.7,2,-6
O=C(N/N=C/c1coc2ccccc2c1=O)c1cn(-c2ccccc2)nc1-c1ccccc1,-2,-26%,-7%,-2%,0.1,0%,-0.6,-2,8
O=C(O)c1ccc(N/N=C/c2cc3c(cc2[N+](=O)[O-])OCO3)cc1,0,-24%,-17%,-12%,2.4,-11%,-0.8,-8,11
COc1ccccc1CC(=O)NCc1csc(-c2cccs2)n1,0,-13%,12%,9%[57.1 µM],-0.3,6%,-0.2,1,14
CC1C(=O)N2CCCc3cc(NS(C)(=O)=O)cc1c32 (stereo not given),-7,-5%,0%,11%,0.9,1%,0.1,3,0
CCN(c1ccccc1)P(=O)(Nc1ccccc1)Nc1ccccc1,-3,-1%,-1%,17%,-0.6,-7%,0.3,3,1
COc1cc(CCCN[C@H](CN)Cc2ccccc2)cc(OC)c1OC,3,-21%,7%[57.1 µM],11%[57.1 µM],-1.6,-7%,0.4,-2,-2
COc1ccccc1N1CCN(Cc2nc3ccccc3c(=O)n2CC(C)=O)CC1,-4,-14%,6%[57.1 µM],15%[57.1 µM],-0.6,-10%,0.4,-1,0
COc1ccc(CNc2cc(C)nc3ccc(OC)cc23)cc1,4,-7%,14%[57.1 µM],13%,-1.3,0%,-0.7,-4,15
CCN(CC(=O)Nc1c(F)cccc1F)C(=O)CCOc1ccc(C)cc1,2,-12%,-4%,9%,0.0,0%,-1.0,3,5
O=C(CCn1c2c(c3ccccc31)CCCC2)NNC(=O)c1ccccc1[N+](=O)[O-],-4,-22%,3%,10%,-0.2,1%,0.6,-1,1
CCNC(=S)N1CCC(C(O)(c2ccccc2)c2ccccc2)CC1,5,-9%,5%,11%,0.4,9%,0.4,-15,-8
O=C(NCc1ccccc1)c1ccccc1-c1nc2ccccc2[nH]1,-4,-12%,12%[57.1 µM],14%[57.1 µM],-0.8,1%,0.4,-6,-6
CCOc1ccc(Br)cc1S(=O)(=O)Nc1cccc(S(=O)(=O)Nc2ccccc2C(=O)O)c1,x,-12%,-4%,-5%,x,u,x,-6,x
Fc1cccc(NC(=S)Nc2ccc(Br)cc2)c1,-14,-15%,18%[57.1 µM],-27%[57.1 µM],x,5%,3.5,0,x
COCCn1c(C)cc(C(=O)CSc2nc3ccccc3o2)c1C,-9,-16%,3%,4%,-0.2,-5%,-0.6,4,0
CCOC(=O)c1nn(-c2ccc(Br)cc2)cc1C(=O)c1cccc2ccccc12,-6,-17%,2%,17%,-0.5,0%,2.1,1,-3
COC(=O)C/C(O)=C(/N=Nc1cccc(C(F)(F)F)c1)C(=O)OC,6,-15%,5%[57.1 µM],11%[57.1 µM],-3.2,-2%,-0.8,3,-1
CC1CCC(C(=O)NC(C(=O)NCc2cccnc2)C(C)C)CC1 (stereo not given),2,-16%,-2%,-6%,0.9,0%,-0.2,-4,-5
CCN1CCCc2cc(CN(CCN3CCOCC3)C(=S)Nc3cccc(OC)c3)ccc21,-3,-5%,0%,4%,-0.2,6%,0.0,0,5
O=C(Cc1cccc2ccccc12)NNC(=O)Nc1ccc(Cl)cc1,1,-8%,5%,17%,0.3,-7%,-0.7,0,-12
CNC(=O)COC(=O)[C@@H](Nc1ccc(S(=O)(=O)N2CCOCC2)cc1[N+](=O)[O-])C(C)C,-3,-11%,3%[57.1 µM],-7%[57.1 µM],0.2,4%,-0.1,-1,-14
CN(C)C1=NC[C@H](Cc2ccccc2)N1CC1CCCCCC1,2,-21%,9%,35%,0.3,-20%,0.4,3,2
COCCSc1nnc(NC(=O)COC)s1,-1,2%,7%,19%,-0.1,4%,-0.2,-2,-6
C=CCn1c(COc2cccc(C)c2C)nnc1SCC(=O)N1CCN(c2ccccc2)CC1,-3,-7%,-21%,-22%,-0.2,3%,-0.6,-5,5
Cn1c(SCC(=O)C(C)(C)C)nnc1-c1ccc(F)cc1,-3,-15%,-6%[57.1 µM],-9%[57.1 µM],0.2,0%,0.9,-1,3
Cc1ccnc(SCC(=O)Nc2sc3c(c2C#N)CCCC3)n1,4,-20%,-11%,-18%,0.3,6%,0.1,3,5
O=C(NN1S(=O)(=O)c2ccccc2S1(=O)=O)c1ccc(Br)cc1,1,-10%,-2%,-7%,-0.5,-3%,0.3,1,7
CC1(C)CC(=O)C2=C(C1)N(Cc1ccccc1)C(=O)C2(NC(=O)C(C)(C)C)C(F)(F)F (stereo not given),-1,-2%,-6%,-4%,0.0,6%,-0.3,1,7
COC(=O)CCCC1=CC2=C(c3ccccc3)C(=O)C(C)(OC(=O)C3CCCC3)C(=O)C2=CN1C(CO)CO (stereo not given),-3,u,-3%,u,-0.1,-6%,0.0,-3,-12
Cc1c(C(=O)OCC(=O)NCCc2ccc(S(N)(=O)=O)cc2)oc2ccccc12,8,-7%,-2%,18%,0.2,-7%,-0.5,5,-8
O=C(CC1COc2ccccc2O1)NCc1ccccc1 (stereo not given),-5,-20%,8%[57.1 µM],14%,-0.5,-3%,0.2,2,3
Cc1cc(C)c(S(=O)(=O)NCc2cn3c(C)csc3n2)cc1C,0,-5%,-7%,9%,x,4%,-1.7,-2,x
Cc1ccc(NC(=O)C(C)NS(=O)(=O)c2ccc(F)cc2)cc1C (stereo not given),-3,-11%,-7%,1%,-0.1,0%,-0.5,1,2

Single records, from the list above.
Cn1c(SCC(=O)C(C)(C)C)nnc1-c1ccc(F)cc1 reads TRHR PAM = -3; USP1-UAF1 inh = -15%; TrxR1 substrate = -6%[57.1 µM]; TrxR1 inh = -9%[57.1 µM]; D2 agonist = 0.2; mIDH1 inhibitor = 0%; TRHR ag = 0.9; PI4K2A inh = -1; D2 antag = 3
O=C(NN1S(=O)(=O)c2ccccc2S1(=O)=O)c1ccc(Br)cc1 reads TRHR PAM = 1; USP1-UAF1 inh = -10%; TrxR1 substrate = -2%; TrxR1 inh = -7%; D2 agonist = -0.5; mIDH1 inhibitor = -3%; TRHR ag = 0.3; PI4K2A inh = 1; D2 antag = 7
